Bioassay records from PubChem.
N370S GC mod = N370S glucocerebrosidase modulation, Gaucher chaperone candidate; P04062; N370S GC spleen homogenate, 4MU-glucoside fluorescence; Potency, µM (titrated, usually from 59.4 µM), for inactives: top-dose activity change, negative = inhibition, usual class: inhibitors; 330,000 compounds, 0.092% hits; AID 2101;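 also: 0% = full enzyme activity and -100% = no enzyme basal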
TDP1 inh = blocks human tyrosyl-DNA phosphodiesterase 1; Q9NUW8; recombinant TDP1, AlphaScreen DNA substrate cleavage; Potency, µM (titrated, usually from 130 µM), for inactives: at the highest dose activity change, negative = inhibition, hits mostly inhibitors; 350,000 compounds, 0.28% hits; AID 485290; also: nearly all actives have a fitted effect of over 40% in size
Target sequence (Q9NUW8 whole entry, looked up): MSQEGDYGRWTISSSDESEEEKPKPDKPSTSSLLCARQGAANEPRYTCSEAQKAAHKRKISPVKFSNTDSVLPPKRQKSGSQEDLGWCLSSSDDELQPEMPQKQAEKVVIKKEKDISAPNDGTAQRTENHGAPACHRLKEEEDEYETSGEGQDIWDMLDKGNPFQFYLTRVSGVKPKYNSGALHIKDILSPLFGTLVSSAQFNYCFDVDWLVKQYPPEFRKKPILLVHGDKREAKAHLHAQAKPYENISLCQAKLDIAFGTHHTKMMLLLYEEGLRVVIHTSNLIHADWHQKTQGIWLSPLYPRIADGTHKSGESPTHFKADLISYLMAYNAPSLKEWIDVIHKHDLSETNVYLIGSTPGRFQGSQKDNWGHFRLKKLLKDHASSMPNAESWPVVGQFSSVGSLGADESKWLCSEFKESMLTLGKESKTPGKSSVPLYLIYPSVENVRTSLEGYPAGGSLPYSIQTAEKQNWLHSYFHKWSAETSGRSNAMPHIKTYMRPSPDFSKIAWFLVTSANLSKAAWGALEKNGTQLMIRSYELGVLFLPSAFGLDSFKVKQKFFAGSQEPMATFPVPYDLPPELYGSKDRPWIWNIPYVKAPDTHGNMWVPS
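AlphaScreen read-out: signal falls as enzyme removes the 3' tyrosine-FITC from a 5'-biotinylated DNA oligo (15 nM, 5 min, RT). Enzyme was E. coli-made recombinant Tdp1 at 1 nM, exposed to compound for 15 min beforehand; beads 10 ug/ml, 10 min.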
TDP1 cell noCPT = qHTS for Inhibitors of human tyrosyl-DNA phosphodiesterase 1 (TDP1): qHTS in cells in absence of CPT | 420,000 compounds, 15% hits | Potency, µM (doses to about 46.2 µM), without a hit: top-dose activity change, negative = growth inhibition, hits mostly inhibitors | DT40 Tdp1-/- hTDP1 cells, no CPT, ATP luminescence, 48 h | AID 686978, 2013; also: nearly all actives have a fitted effect of over 55% in size
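Chicken DT40 Tdp1-/- cells complemented with human TDP1, screened without camptothecin (DMSO vehicle only), 400 cells/well. Compounds pin-transferred, cells incubated at 37 °C for at least 48 hr. Growth read as ATP-dependent luminescence (CellTiter-Glo, 30 min at RT).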
* marks the source's active call; other numbers are inactive results; ? = inconclusive; . = not tested or not shown; [ ] = dose if it differs, or a comment. Calls follow the shape of the dose curve; as a rule, active = well fitted curve in the direction sought with a large enough effect; inconclusive = small, poorly fitted or top-dose-only effect, or another doubt; inactive = no such curve, though single readings can be large; an effect the other way counts as inactive or inconclusive. Unless noted, % is scaled to controls: 0 for no effect and ±100 for the full control effect; potency is read from the fitted curve at half-maximal effect. These rows are one share of the data. The share of hits here may be higher or lower than overall.

molecule	N370S GC mod	TDP1 inh	TDP1 cell noCPT
CC1CCCCN1S(=O)(=O)c1ccc(C(=O)Nc2sccc2C(N)=O)cc1 (stereo not drawn)	-18%	10%	-13%
CCN1CCN(c2nc3ccccc3nc2C(C#N)C(=O)OCc2ccccc2)CC1 (stereo not drawn)	-10%	9%	?
COc1ccc2c(CNC3CCC(C)CC3)c(C(=O)O)n(Cc3ccccc3)c2c1 (stereo not drawn)	.	3%	?
Cc1nc2cc(F)ccc2n1C1CCN(C(=O)c2ccc(F)cc2F)CC1	10%	8%	?
CCCn1c(NCc2ccc3c(c2)OCO3)nc2ccccc21	-2%	1%	?
O=C(CNc1ccc(C(F)(F)F)cc1)Nc1cccc(S(=O)(=O)N2CCCC2)c1	.	-6%[56.1 µM]	?
CC(=O)c1ccc(NC(=O)CSCCO)cc1	0%	-2%	-10%
COC(=O)C1CCN(C(=O)c2ccc(NC(C)=O)cc2)CC1	-6%	1%	3%
Cc1cccc(-c2noc(CCCC(=O)NCC3CCCO3)n2)c1 (stereo not drawn)	-25%	6%	-17%
C=CCSc1nnc(-c2nnc(SCC=C)n2CC)n1CC	8%	-2%	-23%
CC(=O)Nc1ccc(NS(=O)(=O)c2c(C(=O)N3CCCCCC3)c(C)n(C)c2C)cc1	.	8%	1%
CCOC(=O)Cc1csc(NC(=O)/C=C/c2ccc(Br)o2)n1	-10%	4%	?
COc1ccc(C2CC(c3cc(OC)ccc3OC)n3nnnc3N2)cc1 (stereo not drawn)	-7%	3%	-24%
CC[C@H](C)NC(=O)CCCc1nnc2n(CCC(C)C)c(=O)c3sccc3n12	.	-8%	?
O=C(Cc1ccccc1)N/N=C/c1cccn1-c1ccc([N+](=O)[O-])cc1	3%	8%	?
O=C(Nc1cccc2cccnc12)c1cccc(Cl)c1	27%	-20%	-26%
CCCOc1cc(NCc2ccccc2)c2ncn(C(C)C)c2c1	.	12%	?
COc1c(Br)cc(Br)cc1/C=N/n1c(C)nnc1C	2%	5%	?
COc1ccc(S(=O)(=O)N(CC(=O)NCC2CCCO2)c2ccc(F)cc2)cc1OC (stereo not drawn)	4%	0%	-6%
CCOc1ccccc1NC(=O)NCCc1c[nH]c2ccccc12	17%	.	?
CCN(CC(=O)Nc1ccccc1C(F)(F)F)C(=O)CCS(=O)(=O)c1ccc(Cl)cc1	0%	.	-30%
COc1ccc2nc(N3CCCC(C(=O)NCCc4ccc(OC)c(OC)c4)C3)sc2c1 (stereo not drawn)	-28%	-4%	13µM*
C=CCN(C(=O)CCC(=O)Nc1cc(C)on1)C(C(=O)NC1CCCC1)c1cccnc1 (stereo not drawn)	-2%	-2%	-2%
COc1ccc(C(CNC(=O)c2oc3ccc(Br)cc3c2C)N2CCCCC2)cc1 (stereo not drawn)	8%	5%	9.2µM*

Shown with two lines to a compound: part of the list above
Every second line gives: N370S GC mod	TDP1 inh	TDP1 cell noCPT
COc1ccc(S(=O)(=O)N(CC(=O)NCC2CCCO2)c2ccc(F)cc2)cc1OC (stereo not drawn)
 : 4%	0%	-6%
CCOc1ccccc1NC(=O)NCCc1c[nH]c2ccccc12
 : 17%	.	?
CCN(CC(=O)Nc1ccccc1C(F)(F)F)C(=O)CCS(=O)(=O)c1ccc(Cl)cc1
 : 0%	.	-30%
COc1ccc2nc(N3CCCC(C(=O)NCCc4ccc(OC)c(OC)c4)C3)sc2c1 (stereo not drawn)
 : -28%	-4%	13µM*
C=CCN(C(=O)CCC(=O)Nc1cc(C)on1)C(C(=O)NC1CCCC1)c1cccnc1 (stereo not drawn)
 : -2%	-2%	-2%

The results go on.
molecule	N370S GC mod	TDP1 inh	TDP1 cell noCPT
CCN1C(=O)C(=O)N(CC(=O)N(C)CC(=O)Nc2ccccc2C(F)(F)F)C1=O	.	-2%	30%
Cc1ccn(-c2n[nH]c(C)c2[N+](=O)[O-])n1	-7%	3%	-1%
CCOC(=O)C1(CCCc2ccccc2)CCN(C(=O)CN2C(=O)CSC2=O)CC1	0%	0%	?
N#Cc1cc(C#N)c(SCC(=O)NCC2CCCO2)nc1N (stereo not drawn)	-2%	3%[0.0935 µM]	7%
CCN1C(=O)C(CC(=O)Nc2c(C)cccc2C)Nc2cc(S(=O)(=O)N(C)C)ccc21 (stereo not drawn)	-1%	2%	-20%
COC(=O)c1cccc(NC(=O)c2ccc(S(=O)(=O)N3CCN(C)CC3)cc2)c1	-6%	-2%	-18%
COc1ccccc1/C=C/C=N/N1CCN(Cc2ccccc2)CC1	-16%	11%	-28%
O=C(NCc1cn2ccccc2n1)c1ccco1	7%	7%	4%
COc1cc(/C=C(/C#N)c2nc3ccccc3[nH]2)ccc1OCc1ccc(C(=O)O)o1	18%	-4%	-10%
CN1c2ccccc2N(C)C1(C)c1cccc2ccccc12	4%	3%	3.3µM*
Cc1ccc2c(c1)C(=C(C#N)C#N)C(=O)N2CCN1CCOCC1	-7%	.	?
Cn1c(=O)c([N+](=O)[O-])c(NCc2ccccc2Cl)c2ccccc21	?	7%	?
CCOc1ccc(CCNC(=O)CCc2cn(Cc3ccccc3F)c3ccccc23)cc1OCC	.	0%	?
COc1ccc(Cn2c(SCc3ccccc3C)nc3cc(OC)c(OC)cc3c2=N)cc1	?	6%	.
O=C(Nc1ccc(S(=O)(=O)C(F)F)cc1)c1cccc(S(=O)(=O)N2CCOCC2)c1	-22%	3%	15µM*
FC(F)(F)c1cccc(-c2nnc(-c3ccccc3)c(N3CCOCC3)n2)c1	15%	1%	16µM*
Cc1ccccc1OCCCn1c(CO)nc2ccccc21	12%	-3%	18µM*
CN(C)c1ccc(C(=O)Nc2ccc(CN3CCS(=O)(=O)CC3)cc2)cc1	8%	.	-36%
Cc1c(NC(=O)c2ccc(OC(C)C)cc2)cccc1-c1nc2ncccc2o1	.	5%[2.28 µM]	?
Cc1cccc(NC(=S)NNC(=O)c2ccccc2OC(F)F)c1	1%	10%	29µM*
O=C(Nc1nnc2n1CCS2)c1cc(C(F)(F)F)cc(C(F)(F)F)c1	.	7%	4.6µM*
COc1ccc(CCNC(=O)c2ccncc2)cc1OC	1%	5%	-14%
CCc1nnc(NC(=O)C2COc3ccccc3O2)s1 (stereo not drawn)	7%	2%	-21%
O=C(NC(=O)c1cccc(Cl)c1)OC[C@@H]1CCCN2CCCCC12 (stereo partly drawn)	2%	-5%	3%
Cc1noc(C)c1COC(=O)COc1ccc(C#N)cc1	-7%	2%	6%
Cn1c(SCC(=O)N2CC(=O)Nc3ccccc32)nc2ccccc2c1=O	.	5%	1%
Cc1ccc(Nc2nc3ccccc3o2)cc1F	7%	-2%	10µM*
C=CCN1C(=O)CN=C1NCc1ccccc1	6%	8%	0%
Cc1cc(OCC(=O)NC(C)(C)C)ccc1Cl	13%	-8%	-13%
COc1ccccc1N1CCN(C(=O)c2sc3nc(-c4ccc(F)cc4)cn3c2C)CC1	-9%	7%	16µM*
Cc1ccc(CNC(=O)CCS(=O)(=O)Cc2ccc(C)cc2)cc1	2%	10%	2%
Cc1c(C)c2c(OCC(=O)N3CCC(C(=O)NCC(C)C)CC3)cc3c(c2oc1=O)CCC(C)(C)O3	3%	1%	-20%
CCc1cccc(NC(=O)C2CCN(C(=O)c3cnn(-c4ccccc4)c3-n3cccc3)CC2)c1	.	3%	15µM*
Cc1ccc2[nH]cc(CCNC(=O)Nc3ccccc3)c2c1	1%	7%	?
O=C(c1cc2cc(Br)ccc2o1)N1CCCC1	8%	2%	-14%
CCCn1c(NC(=O)c2ccccc2)nc2ccccc21	?	8%	?
CCCNC(=O)c1c(O)c2cccc3c2n(c1=O)CCC3	-14%	.	7%
O=C(CSc1nnc2ccccn12)c1ccc2c(c1)OCCO2	3%	0%	-24%
Cc1ccc(-n2nc(C(=O)N3CCCCC3C)c(=O)n(C)c2=O)cc1 (stereo not drawn)	.	4%	-7%
Cc1ccc(C2=CSC3=NNC4(CCCCC4)NN23)cc1	8%	7%	23µM*
Cc1ccc(NC(=O)N2CCC(c3nc4c(nnn4Cc4cccc(Cl)c4)c(=O)[nH]3)CC2)cc1	-16%	2%	?
CC(C)C(NS(=O)(=O)c1cccc2nsnc12)C(=O)N1CCn2c1nc1ccccc12 (stereo not drawn)	4%	-1%	-1%
O=C(Oc1ccc(NC(=O)c2cc3c(cc2Br)OCO3)cc1)c1ccccc1	0%	7%	-25%
O=C(CC1Sc2ccccc2NC1=O)NNC(=O)Nc1ccc(Cl)cc1 (stereo not drawn)	-14%	.	-3%
O=C(NNC(=O)c1ccccc1O)c1cc2ccccc2o1	-9%	.	23µM*
COC(=O)CC1=C(C(=O)OC)C(c2cccc(OCC(N)=O)c2)C(C#N)=C(N)O1 (stereo not drawn)	.	2%	-16%
NS(=O)(=O)c1ccc(NC(=S)N2CCN(c3ccccc3)CC2)cc1	-20%	0%	?
COC(=O)N1CCC2(CCN(C(=O)Nc3cccc(C#N)c3)CC2)CC1	1%	.	-22%
CC1CCC(=NNC(=O)Cc2ccccc2)CC1 (stereo not drawn)	3%	-1%	0%
Nc1nc(Cl)nc2c1ncn2C1OC(CO)C(O)C1F (stereo not drawn)	-4%	4%	.
COC(C[C@@H]1O[C@@H]1C(=O)COCc1ccccc1)OC	-4%	4%	?
CC(=O)c1ccc(OCc2ncc(C(F)(F)F)cc2Cl)cc1	6%	0%	-19%
Cc1ccc(Cc2ccc(C(=O)NNC(N)=S)o2)cc1	-3%	7%	-2%
NS(=O)(=O)c1ccc(NC(=S)NCc2ccco2)cc1	2%	2%	-17%
COc1ccc(NC(=S)N2CCCC2)cc1OC	4%	3%	-12%
COc1ccc(C(=O)N/C(=C/c2ccco2)C(=O)NCc2ccco2)cc1	-1%	0%	-2%
COc1ccccc1-c1ccc(Nc2cccc(C(C)=O)c2)nn1	2%	9%	-19%
Cc1onc(-c2ccccc2Cl)c1C(=O)Nc1ccc(-n2nncc2-c2ccco2)cc1	1%	4%	?
O=C(Nc1ccccc1OCc1cc(=O)n2ccccc2n1)Nc1ccccc1C(F)(F)F	.	3%	-9%
COc1cc(C(=O)Nc2ccc(OCc3cc(=O)n4ccc(C)cc4n3)cc2)cc(OC)c1OC	.	0%	-10%

The list continues:
molecule	N370S GC mod	TDP1 inh	TDP1 cell noCPT
CC(=O)c1ccc(NC(=O)CSc2nc(=O)n(CCN3CCOCC3)c3c2CCC3)cc1	-14%	.	7%
COc1ccc(C(=O)N/C(=C\c2cn(C)c3ccccc23)C(=O)NCCCn2ccnc2)cc1	-11%	5%	-4%
CN1C(C(=O)NCC2CC2)CC2Cn3c(nc4cc5ccccc5cc43)C21 (stereo not drawn)	-19%	.	-8%
COCCCNC(=O)c1cc(-c2ccc(OC)cc2)nc2n[nH]c(-c3ccc(Cl)cc3)c12	.	-5%	4%
CCn1c(C)c(C)c2cc(C(=O)NCc3ccc(N(C)C)cc3)ccc21	.	13%	?
O=C(c1ccc(Nc2nccc(-c3cc4ccccc4s3)n2)cc1)N1CCC(N2CCCC2)CC1	-16%	19%	.
O=C(COc1cccc2ccccc12)Nc1ccc(Cl)cc1C(=O)O	?	5%	?
COc1ccccc1CN1CC(C(=O)N(C)Cc2[nH]c3ccccc3c2C)CCC1=O (stereo not drawn)	-6%	6%	?
CC1CCN(CC(=O)N2CCc3ccccc32)CC1	-6%	2%	-4%
CCC(OC(=O)c1cccs1)C(=O)NC1CCCCC1 (stereo not drawn)	3%	0%	-2%
Cc1ccc(-n2nc(C)c3c(C(=O)NCc4ccc(F)cc4)cc(C)nc32)cc1	.	0%	?
COc1cc(OC)cc(-c2nc(N)n[nH]2)c1	11%	2%	-21%
CN1C(=O)CC(N2CCN(c3ncccn3)CC2)C1=O (stereo not drawn)	-1%[2.35 µM]	2%	-1%
N#CCOc1ccccc1/C=C/c1nc2ccccc2c(=O)[nH]1	-12%	-2%	-19%
O=C(CC(c1ccccc1)c1cc(Cl)ccc1O)N1CCCC1 (stereo not drawn)	14%	6%	?
